Screens from PubChem BioAssay.
Rin1-Abl PPI inh: inhibitors of Rin1-Abl protein binding, primary screen, biochemical, TR-FRET; Tyrosine-protein kinase ABL1 (Homo sapiens) + Ras and Rab interactor 1 (Homo sapiens), …; inhibition, % at 7.35 µM; 360,000 tested, 0.4% active; AID 588664, 2011; in the data active = inhibition above about 5%, passing the limit was not always enough
MsrA inh: bovine MsrA enzyme inhibitors, primary screen, biochemical, absorbance, HTS. inhibition, % at 15.5 µM. purified bovine MsrA, absorbance read-out. 360,000 tested, 0.75% active. Methionine sulfoxide reductase A (Bos taurus); in the data active = inhibition above about 4.5%;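 note: 0% = vehicle wells with enzyme and 100% = reference inhibitor wells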
E coli Lon inh: inhibitors of E. coli Lon protease, primary screen, biochemical, fluorescence polarization | inhibition, % at 7.94 µM | purified E. coli Lon protease | AID 602123, 2011 | 360,000 tested, 0.42% active | P0A9M0; in the data active = inhibition above about 13%, passing the limit was not always enough;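 note: 0% = enzyme with probe and DMSO and 100% = no enzyme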
MsrA act: bovine MsrA enzyme activators, primary screen, biochemical, absorbance, HTS; Methionine sulfoxide reductase A (Bos taurus); purified bovine MsrA, absorbance read-out; activation, % at 10.6 µM; 360,000 tested, 0.3% active; AID 602163, 2012; in the data active = activation above about 7.5%;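 note: 0% = vehicle and 100% = reference activator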
MT1-MMP act inh: blockers of MT1-MMP proenzyme processing, primary screen, HT1080 RFP-PRO-GFP cells, GFP/RFP fluorescence; Matrix metalloproteinase-14 (Homo sapiens), P50281; GFP/RFP ratio fluorescence, overnight; percent of plate control window, DMSO zero; GFP/RFP ratio change, % at 20 µM; 360,000 tested, 0.061% active; AID 651647, 2012;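 active = GFP/RFP ratio change of at least 30% with cell ATP level not reduced by more than half and red fluorescence within 50% of control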; note: strong numbers were not always called active
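Read-out: GFP/RFP fluorescence ratio; Test system: RFP-PRO-GFP reporter HT1080 cells; Compound dosing: single-point 20 µM compound, 1% DMSO; Times: overnight compound exposure at 37 °C.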
CSN deneddyl inh: inhibitors of CSN-mediated cullin deneddylation, primary screen, biochemical, fluorescence polarization, uHTS; Purified CSN, SCF-Nedd8-OG deneddylation; 360,000 tested, 0.38% active; COP9 signalosome complex subunit 5 (Homo sapiens), Q92905; inhibition, % at 12.5 µM;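 active = pattern-corrected inhibition above about 35%, with an unprinted fluorescence ratio check between 0.5 and 1.5, limit read from the data, passing the limit was not always enough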;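 note: 0% = enzyme with substrate and 100% = substrate without enzyme; some results filed as inactive read as strong as hits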
Target sequence (Q92905 whole entry, looked up, one chain of several): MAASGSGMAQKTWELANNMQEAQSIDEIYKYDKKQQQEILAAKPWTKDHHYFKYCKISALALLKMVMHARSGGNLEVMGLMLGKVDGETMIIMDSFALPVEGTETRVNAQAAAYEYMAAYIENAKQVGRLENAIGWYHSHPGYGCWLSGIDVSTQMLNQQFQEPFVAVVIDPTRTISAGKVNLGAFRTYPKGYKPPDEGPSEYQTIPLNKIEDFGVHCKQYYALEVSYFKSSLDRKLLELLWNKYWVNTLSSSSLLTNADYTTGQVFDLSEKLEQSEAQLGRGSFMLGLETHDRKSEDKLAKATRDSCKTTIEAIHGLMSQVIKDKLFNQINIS
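Test system: purified human Csn5 enzyme expressed in HEK293T cells. Amount: 0.24 nM enzyme. Reagent: SCFSkp2-Nedd8OG substrate at 10 nM final. Schedule: 90 min incubation of compound, enzyme and substrate at room temperature. Detection: fluorescence polarization. Read-out: % inhibition of substrate cleavage by Csn5.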
FAS-TE inh: FAS thioesterase domain inhibitors, primary screen, biochemical, fluorescence intensity, uHTS. recombinant FAS-TE, OMFH fluorogenic substrate, fluorescence endpoint. AID 602261, 2012. inhibition, % at 15 µM. 360,000 tested, 0.67% active. Fatty acid synthase (Homo sapiens), P49327;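 active = compounds whose normalised, plate-corrected inhibition of enzyme fluorescence in the single-dose primary screen is 50% or more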;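 note: 0% = DMSO with enzyme and 100% = substrate without enzyme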
PABP1 MLLE inh: inhibitors of PABP1 MLLE–PAM2 peptide binding, primary screen, biochemical, fluorescence polarization, FITC-PAM2, GST-MLLE. inhibition, % at 20 µM. 360,000 tested, 0.36% active; in the data active = inhibition above about 35%, passing the limit was not always enough;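 note: plate controls were DMSO wells with GST-MLLE for no effect and wells lacking GST-MLLE protein for full effect; some results filed as inactive read as strong as hits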
Target sequence (P11940 whole entry, looked up): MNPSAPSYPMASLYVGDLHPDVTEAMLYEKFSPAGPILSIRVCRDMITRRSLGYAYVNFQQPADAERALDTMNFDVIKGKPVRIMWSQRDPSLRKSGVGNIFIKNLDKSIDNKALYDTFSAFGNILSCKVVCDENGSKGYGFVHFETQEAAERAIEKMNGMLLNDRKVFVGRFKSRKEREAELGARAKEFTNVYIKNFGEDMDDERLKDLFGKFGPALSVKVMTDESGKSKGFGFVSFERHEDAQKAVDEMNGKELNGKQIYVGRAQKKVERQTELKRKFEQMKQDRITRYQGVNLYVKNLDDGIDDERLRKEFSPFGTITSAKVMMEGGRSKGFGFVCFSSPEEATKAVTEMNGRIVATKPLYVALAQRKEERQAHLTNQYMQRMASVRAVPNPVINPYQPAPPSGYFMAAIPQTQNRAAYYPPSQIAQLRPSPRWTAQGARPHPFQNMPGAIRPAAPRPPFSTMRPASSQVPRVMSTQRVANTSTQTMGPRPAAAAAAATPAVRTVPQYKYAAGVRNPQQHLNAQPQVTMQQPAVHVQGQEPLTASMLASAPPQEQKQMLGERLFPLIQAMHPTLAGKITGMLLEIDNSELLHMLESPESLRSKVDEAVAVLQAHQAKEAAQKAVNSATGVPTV
Rpn11 block: Rpn11 (PSMD14) deubiquitinase inhibitors, primary screen, biochemical, fluorescence polarization, uHTS | 26S proteasome non-ATPase regulatory subunit 14 (Homo sapiens), O00487 | human 26S proteasome, Ub4-pepOG fluorescence polarization; 20S core pre-blocked with epoxomicin | calls only at 20 µM | 360,000 tested, 0.59% active | AID 588493, 2011;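 active = inhibition at 20 µM, scaled to each plate's controls, above about 33%, limit read from the data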
Active calls of the source: *; i = inactive; / = no result given.

SMILES	Rin1-Abl PPI inh	MsrA inh	E coli Lon inh	MsrA act	MT1-MMP act inh	CSN deneddyl inh	FAS-TE inh	PABP1 MLLE inh	Rpn11 block
CCOc1ccc(OCC)c(NC(=O)C2CCCN(C(=O)c3ccc(Cl)cc3)C2)c1 (centres undefined)	2	0.6	-3	-4	0	-2	5	7	i
CCOc1ccccc1N1CCN(C(=O)CCNS(=O)(=O)c2ccccc2F)CC1	2	0.3	2	-3	3	-1	-2	-2	i
O=S(=O)(Nc1ccccc1OC(F)F)c1ccc(S(=O)(=O)N2CCCC2)cc1	2	-0.2	5	-2	-2	1	-2	8	i
CCN1C[C@@H]2[C@@H]3C(=O)N(Cc4ccccc4)C(=O)[C@@H]3[C@](Cc3ccccc3)(C1=O)N2C(=O)c1ccc(Br)cc1	1	-0.3	9	-2	-8	2	8	-5	i
COc1ccc(NC(=O)N(C)C[C@@H]2Oc3c(NC(=O)Nc4c(C)noc4C)cccc3C(=O)N([C@@H](C)CO)C[C@@H]2C)cc1	0	-0.4	-4	-3	1	7	-9	-5	i
O=C(O)c1cc(S(=O)(=O)O)ccc1O	2	0.2	4	-8	1	-4	-11	1	i
CC(C)C(=O)Nc1ccc(NC(=O)c2cccc(F)c2)cn1	-1	0.8	6	-1	2	-2	-13	0	i
O=C(NC1CCCCC1)N1CCc2ccccc21	-4	-0.2	-7	-4	-6	-1	-5	7	i
O=C(O)c1ccc2c(c1)C(=O)/C(=C\c1ccco1)C2=O	8	0.1	10	-2	-2	28	-5	29	i
COC(=O)Nc1c(-c2ccccc2)nc2ccc(Cl)cn12	-1	1.4	-6	-1	1	1	-4	-11	i
CCN(CC)CCNc1ccc(CO)c2sc3ccccc3c(=O)c12	-23	2.7	-5	-2	-1	-1	-1	0	i
Cc1ccc(-n2c(C)cc(/C=N\NC(=O)CC(=O)NC(C)C)c2C)cc1	2	-1.0	-9	-10	-4	-11	-3	6	i
COc1cccc(N2CCN(S(=O)(=O)c3ccc4nc(-c5ccccc5)[nH]c4c3)CC2)c1	4	0.1	-10	-9	-8	-3	6	12	i
CC(C)(C)C(=O)Nc1nc2c(s1)COc1ccccc1-2	1	-0.1	-2	-1	-4	1	9	3	i
CC(C)n1c(N2CCN(S(=O)(=O)c3cccc([N+](=O)[O-])c3)CC2)nc2ccccc21	-1	0.2	-6	-1	-8	0	22	-10	i
CC(=O)OCCN1C(=O)c2cccnc2C1=O	-2	0.9	-7	0	0	-4	-4	6	i
CCN(C(=O)COC(=O)c1c(NC(C)=O)sc(C)c1C)C1CCS(=O)(=O)C1 (centres undefined)	-2	0.3	-12	-2	0	-2	-8	-7	i
CCN(CC)CC(O)COc1ccccc1C(=O)CCc1ccccc1 (centres undefined)	-2	-0.2	6	-1	0	6	-3	14	i
c1ccc(CCNc2nnnn2-c2ccccc2)cc1	-5	0.5	-2	-1	1	-5	1	-1	i
CS(=O)(=O)c1ccc(Sc2nc3ccccc3[nH]2)c([N+](=O)[O-])c1	0	1.3	-1	-2	-15	-1	-3	-5	i
O=C(CSc1nc2ccc(Cl)cc2[nH]1)NCCc1ccccc1	2	-1.1	-3	-9	1	6	8	-47	i
Cc1cc(Cl)ccc1NC(=S)NCCc1ccc(S(N)(=O)=O)cc1	-3	-0.5	-12	4	1	1	-1	8	i
COc1cc(CC(=O)OCC(=O)N(C)C2CCCCC2)cc(OC)c1OC	-2	-0.9	-7	-2	2	-3	-8	-4	i
CN(C(=O)c1ccc(OC2CCN(Cc3ccccn3)CC2)cc1)C1CCCCC1	-3	-0.3	-3	-3	-3	0	-4	9	i
O=C(CCC1CCCCC1)Nc1nncs1	0	-0.5	10	0	-1	-1	-1	-15	i
Cc1[nH]n(-c2ccccc2)c(=O)c1CCO	1	2.5	6	1	4	0	-2	3	i
O=C(Nc1ccccc1SCC1CSc2nc3ccccc3c(=O)n21)c1cccc(Cl)c1 (centres undefined)	-1	-1.2	-1	-5	-4	3	4	-4	i
C[C@H](O)Cc1cn(-c2cc3cc(C#Cc4ccsc4)ccc3oc2=O)nn1	0	-1.1	0	-3	7	6	-9	-23	i
CC1COc2ccccc2N1C(=O)c1ccc(Cl)nc1 (centres undefined)	-1	-0.8	-2	-11	-3	-8	-9	10	i
CCN1CCN(CCCOc2ccc(Cl)cc2Br)CC1	3	-1.5	4	-10	5	8	-1	2	i
Cc1cc2ccccc2c(=O)n1CC(=O)NCC(=O)N1CCCC1	1	1.2	3	-6	-4	5	-6	2	i
CCCN1C(=O)c2cc(C(=O)Nc3ccccc3C)ccc2C1Nc1ccccc1C (centres undefined)	0	-0.3	12	-15	2	-4	3	-12	i
Cn1nnnc1SCCNC(=O)C1CCC(=O)N(Cc2ccccc2F)C1 (centres undefined)	-1	0.0	0	-3	1	2	-5	8	i
CCS(=O)(=O)N1Cc2ccccc2CC1C(=O)Nc1nc(C)cs1 (centres undefined)	1	0.0	1	-9	4	4	-11	-48	i
CSc1ccc(CN(C)C(=O)C(c2ccccc2)c2ccccc2)cc1	-2	-1.2	1	0	-4	2	19	13	i
Cn1c(N2CCOCC2)c(/C=N/OC(=O)c2cccnc2Cl)c2ccccc21	-3	-1.0	-1	-2	-7	6	-8	3	i
Cc1cccc(C(C(=O)NC2CCCC2)N(C(=O)c2csnn2)C2CC2)c1 (centres undefined)	1	-0.3	1	-2	1	1	-1	11	i
COc1ccc(-c2nc3cc(C)c(Br)c(C)n3c2Cc2ccc(C)cc2)cc1OC	4	0.8	1	-2	-2	0	8	-22	i
O=C(NCC1COCCO1)c1cc(COc2ccc(F)cc2F)on1 (centres undefined)	1	/	-10	-1	/	2	-2	0	i
Cc1noc(NS(=O)(=O)c2ccc(NS(=O)(=O)c3ccc(Cl)cc3)cc2)c1C	0	0.2	8	-1	0	0	-3	10	i

Random excerpt: four records from the list.
SMILES	Rin1-Abl PPI inh	MsrA inh	E coli Lon inh	MsrA act	MT1-MMP act inh	CSN deneddyl inh	FAS-TE inh	PABP1 MLLE inh	Rpn11 block
Cn1nnnc1SCCNC(=O)C1CCC(=O)N(Cc2ccccc2F)C1 (centres undefined)	-1	0.0	0	-3	1	2	-5	8	i
COc1cc(CC(=O)OCC(=O)N(C)C2CCCCC2)cc(OC)c1OC	-2	-0.9	-7	-2	2	-3	-8	-4	i
CN(C(=O)c1ccc(OC2CCN(Cc3ccccn3)CC2)cc1)C1CCCCC1	-3	-0.3	-3	-3	-3	0	-4	9	i
Cc1cc2ccccc2c(=O)n1CC(=O)NCC(=O)N1CCCC1	1	1.2	3	-6	-4	5	-6	2	i

Remaining list, next part.
SMILES	Rin1-Abl PPI inh	MsrA inh	E coli Lon inh	MsrA act	MT1-MMP act inh	CSN deneddyl inh	FAS-TE inh	PABP1 MLLE inh	Rpn11 block
Cc1c(C)n(C(=O)CN2CCC(C)CC2)c2ccccc12	0	-1.1	1	-9	-2	3	-4	-1	i
CCC(C)c1ccccc1NC(=O)Cc1coc2cc3c(cc12)CCC3 (centres undefined)	2	0.0	-2	0	-3	5	27	-5	i
C=CCSc1nc2ccccc2c(=O)n1C1CCOC(C)(C)C1 (centres undefined)	1	1.3	2	0	0	2	13	-18	i
CC(C)(C)c1ccc(S(=O)(=O)N2CCC(CO)(CC3CCCCO3)CC2)cc1 (centres undefined)	7	1.3	3	1	-7	3	16	5	i
Cc1cc(C)nc(Nc2n[nH]c(-c3ccccc3N)n2)n1	-3	-0.8	15	-4	4	4	-4	-6	i
CC(C)C(=O)N1CCN(S(=O)(=O)c2ccc3ccccc3c2)CC1	0	-0.4	2	-2	2	-2	-1	-6	i
COc1ccc(C2C3=C(CC(C)(C)CC3=O)Oc3ncn(Cc4ccco4)c(=N)c32)cc1 (centres undefined)	1	0.8	-5	-10	-5	-6	-6	1	i
CC[C@]1(C(=O)OC)[C@H]2C(=O)N(Cc3ccccc3)C(=O)[C@H]2[C@H]2CN=C(SCc3ccc(C)cc3)N21	-6	1.2	-6	-4	3	-6	3	5	i
CC(C)(C)OC(=O)[C@H](Cc1ccccc1)NC(=O)c1nc[nH]c1C(=O)NC1CCNCC1	0	-1.1	-1	0	2	-3	-6	-13	i
CCN(CC)CCN(CC(=O)N(C1CCCCC1)C1CCCCC1)C(=O)c1cccnc1	2	0.0	2	1	-2	-5	0	-17	i
O=C(CSc1ccc(-c2ccc(F)cc2)nn1)N1CCOCC1	-1	0.9	-3	-4	-4	1	-6	-1	i
O=C(O)c1cc(N/N=C/c2ccc(N3CCOCC3)s2)ccc1Cl	-3	1.6	1	-9	1	22	-6	15	i
N#Cc1cccc(NC(=O)CSc2cccc[n+]2[O-])c1	0	1.5	-4	-2	3	0	-3	-10	i
Cc1[nH]nc2nc(SCC(=O)NCCC3=CCCCC3)n(-c3ccc(Br)cc3)c(=N)c12	-4	-1.0	7	-2	-3	2	2	3	i
N#CC1(c2ccc(NC(=O)c3ccccc3F)cc2)CCCC1	0	0.0	4	-5	5	1	9	1	i
CCCCn1c(CNC(=O)C23CC4CC(CC(C4)C2)C3)nnc1SC(C)CC (centres undefined)	0	-1.0	8	-6	-5	-5	7	-19	i
CCN(CC(=O)Nc1ccc(NC(C)=O)cc1)C(=O)CCCOc1ccc(C(C)(C)C)cc1	0	0.2	-3	0	-6	-6	-2	-24	i
CC1CC2CCCC(O)=C2C(=O)O1 (centres undefined)	-4	0.1	-3	-2	2	2	-8	3	i
Cc1ccc(NC(=O)CCC(=O)NNC(=O)c2cccs2)c(C)c1	1	0.3	-8	-2	0	-2	-6	3	i
CCOc1ccc(C2C(C#N)=C(N)N3C(=C2C#N)Sc2ccccc23)cc1 (centres undefined)	1	/	-36	-4	-63	16	-12	28	i
COc1ccccc1CNCC(=O)Nc1ccc(C(F)(F)F)cc1	-2	0.0	2	-5	6	1	-2	-15	i
Cc1cccc(C(=O)N[C@H](C(=O)NCc2cccs2)C(C)C)c1	4	0.5	-2	-3	1	0	-1	1	i
CCCCn1c(SCC(=O)NC2CCS(=O)(=O)C2)nc2ccccc2c1=O (centres undefined)	0	-0.6	-11	-3	-2	4	-9	-17	i
COc1cccc(NC(=O)CNC(=O)N2CC(=O)Nc3ccccc32)c1	2	3.0	-9	2	-1	-2	-8	-15	i
N#CC(C#N)=c1ccc2c(c1)N1C(c3ccccc3)=CC(c3ccccc3)C3CCCCC31N=2 (centres undefined)	4	-0.7	1	-12	-25	0	-1	-3	i
CCOC(=O)c1c(C)[nH]c(C(=O)N2CCN(CC)CC2)c1C	1	-0.4	1	-9	3	0	2	-10	i
[O-]/C(=C(\C(=S)NCCN1CCOCC1)[n+]1ccccc1)c1ccc(Cl)s1	-1	1.1	-8	-2	-2	3	-2	-44	i

Rows were taken by chance, and some 3.7% of all compounds hit somewhere here.
